STAT3 blocker: IL-6 driven STAT3 reporter inhibitors, primary screen, U3A cells, luciferase, luminescence, MLSCN library; IL-6 STAT3-luciferase reporter; host cell line lacks STAT1; inhibition, % at 5.5 µM; 190,000 tested, 0.89% active;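 active = inhibition above the mean inhibition across all screened compounds plus 3 SD, cut at about 44% in these data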;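 also: 0% = DMSO only wells and 100% = 100 µM nifuroxazide control wells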
ROMK primary: ROMK potassium channel modulators, primary screen, cell-based, thallium flux, MLSMR library. AID 1918, 2009. B-score at 10 µM. ATP-sensitive inward rectifier potassium channel 1 (Homo sapiens), P48048. 130,000 tested, 2% active. Tet-inducible ROMK, thallium flux fluorescence; actives lie on both sides;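 active = signal ratio slope over the read window, or its plate-corrected B-score, at least 3 SD from the plate mean, either direction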;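 also: B-score of the F/F0 ratio slope over 7 to 12 s after thallium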
Target sequence (P48048 whole entry, looked up): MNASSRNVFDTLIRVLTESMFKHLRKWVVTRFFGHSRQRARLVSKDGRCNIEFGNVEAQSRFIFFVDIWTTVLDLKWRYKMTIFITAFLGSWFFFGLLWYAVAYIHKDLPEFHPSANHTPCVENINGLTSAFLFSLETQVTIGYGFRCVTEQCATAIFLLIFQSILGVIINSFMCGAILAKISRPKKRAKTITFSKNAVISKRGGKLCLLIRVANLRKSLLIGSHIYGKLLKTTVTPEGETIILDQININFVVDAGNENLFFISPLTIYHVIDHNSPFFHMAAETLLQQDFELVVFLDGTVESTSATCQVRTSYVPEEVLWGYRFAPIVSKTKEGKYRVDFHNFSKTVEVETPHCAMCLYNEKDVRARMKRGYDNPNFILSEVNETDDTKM
APP transl inh: inhibitors of APP translation via 5'UTR reporter, primary screen, APP 5'UTR luciferase, SH-SY5Y cells; SH-SY5Y APP 5'UTR-luciferase reporter, luminescence; inhibition, % at 2 µM; 190,000 tested, 0.82% active; AID 1285, 2008;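 active = inhibition above a set limit, derived from the sample mean plus 3 SD, cut at about 45% in these data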; also: values of inactives mirror those of a sister screen read the other way
STAT1 blocker: STAT1 signaling inhibitors, primary screen, cell-based, HTS, luciferase reporter. NIH 3T3 STAT1-luciferase reporter, IFN-gamma, luminescence. inhibition, % at 5.5 µM. 200,000 tested, 0.35% active. AID 920, 2007;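 active = inhibition above a set limit, the mean inhibition across all tested compounds plus 3 SD, cut at about 34% in these data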;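 also: 0% = IFN-gamma with DMSO and 100% = IFN-gamma with 300 µM nifuroxazide; values of inactives mirror those of a sister screen read the other way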
APP 5'UTR act: activators of APP 5'UTR luciferase reporter, primary screen, SH-SY5Y cells | activation, % at 2 µM | 190,000 tested, 1% active | AID 1276, 2008 | SH-SY5Y APP 5'UTR luciferase reporter, luminescence; zero percent = DMSO vehicle wells;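 active = activation above a set limit, based on mean plus 3 SD of controls, cut at about 140% in these data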; also: values of inactives mirror those of a sister screen read the other way
FLuc inhib CS: firefly luciferase enzyme inhibitors, primary screen, artefact control for luciferase-based inhibitor screens, biochemical, luminescence, ATPLite; Luciferin 4-monooxygenase (Photinus pyralis), P08659; 10 min; inhibition, % at 10 µM; 200,000 tested, 1.5% active;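 active = inhibition above about 50% when tested at 10 µM, limit read from the data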
Target sequence (P08659 whole entry, looked up): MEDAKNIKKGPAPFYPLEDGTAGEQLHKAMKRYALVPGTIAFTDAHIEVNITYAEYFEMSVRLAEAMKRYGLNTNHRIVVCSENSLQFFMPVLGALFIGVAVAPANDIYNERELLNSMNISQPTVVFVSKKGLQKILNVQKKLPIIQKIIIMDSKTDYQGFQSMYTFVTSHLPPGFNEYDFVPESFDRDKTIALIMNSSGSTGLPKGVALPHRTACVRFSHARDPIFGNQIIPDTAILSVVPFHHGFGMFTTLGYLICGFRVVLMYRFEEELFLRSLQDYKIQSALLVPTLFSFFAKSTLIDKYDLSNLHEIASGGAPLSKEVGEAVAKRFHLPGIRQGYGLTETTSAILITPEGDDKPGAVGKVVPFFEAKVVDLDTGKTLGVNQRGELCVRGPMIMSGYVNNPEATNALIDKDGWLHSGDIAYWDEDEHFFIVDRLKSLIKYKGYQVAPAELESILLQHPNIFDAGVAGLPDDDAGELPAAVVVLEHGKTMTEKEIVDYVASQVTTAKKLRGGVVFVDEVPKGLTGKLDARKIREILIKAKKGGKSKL
FLuc act counter: FLuc activators, initial screening, artefact control for FLuc-dependent activation tests, biochemical, ATPlite luminescence; 200,000 tested, under 10 active; activation factor at 10 µM; ATPlite luciferase biochemical, 10 min; 0 = ATP-free wells, 1 = DMSO control; AID 1027, 2008;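 active = luciferase activation factor, scaled between plate controls, of at least 2 with compound at 10 µM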
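Assay system: Luciferase/luciferin detection reagent, cell-free biochemical luciferase assay / Read-out: luciferase activation / Benchmarks: No-ATP low control, compound-free enzyme-plus-ATP high control / Medium: PBS buffer for ATP / Detection: luminescence measurement of luciferase light output / Schedule: 10 min at ambient temperature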
STAT1 act: STAT1 signaling activators, primary screen, cell-based, HTS, luciferase reporter; 200,000 tested, 2.6% active; NIH 3T3 STAT1-luciferase reporter, IFN-gamma, luminescence; 100% = IFN-gamma alone, no compound; AID 932, 2007; activation (% of control), % at 5.5 µM;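 active = activation above the screen-wide mean activation plus 3 SD, cut at about 130% in these data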;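 also: raw ratio to IFN-gamma control signal so 100% means no change and 0% no light; values of inactives mirror those of a sister screen read the other way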
NF-kB neuron act: activators of NF-kB expression in neurons, primary screen, cell-based, HTS; AID 1239, 2008; fold change at 12.5 µM; 190,000 tested, 1.6% active; human neuronal cells, NF-kB reporter expression; active compounds read high; in the data active = fold change above about 3.3
STAT3 act: IL-6 driven STAT3 reporter potentiators, primary screen, U3A cells, luciferase, luminescence, MLSCN library | IL-6 STAT3-luciferase reporter; 100% = signal with IL-6 EC80 alone | activation (% of control), % at 5.6 µM | 190,000 tested, 0.91% active;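 active = activation above the screen-wide mean of compound activation plus 3 SD, cut at about 130% in these data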;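 also: 0% = background luminescence of wells with medium and substrate only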
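System – human U3A cells carrying STAT3-luciferase construct · Probe or stimulus – Interleukin-6, 33 ng/mL · Schedule – compound 1 h, then IL-6 6 h at 37 °C · Signal – luminescence from STAT3-driven luciferase reporter · Evaluation – percent of IL-6-only median luminescence · Benchmarks – IL-6-only high control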
An asterisk follows results filed as active; · = no result given.

SMILES	STAT3 blocker	ROMK primary	APP transl inh	STAT1 blocker	APP 5'UTR act	FLuc inhib CS	FLuc act counter	STAT1 act	NF-kB neuron act	STAT3 act
CC(C)NS(=O)(=O)c1ccc(NC(=S)NC(=O)c2cccc([N+](=O)[O-])c2)cc1	-2	·	-1	-7	1	-4	1	106	0.87	101
CC1CCCCN1C(=O)CSc1nc2ccsc2c(=O)n1Cc1ccccn1 (configuration not stated)	2	-0.48	-40	2	40	0	1	98	1.2	100
COc1nc(OC)nc(N2CCC(C(=O)NCc3ccc(F)cc3)CC2)n1	10	-0.055	-12	-9	12	-8	1.1	108	1	98
COCCNCCOc1ccccc1-c1ccccc1	2	-0.11	17	7	-17	-1	1	94	1.2	99
Cc1ccnc(NS(=O)(=O)c2ccc(NC(=O)c3cc(-c4ccc(Br)cc4)nc4ccccc34)cc2)n1	6	·	-8	-1	8	-1	1	101	1	97
CN(C)CCNC(=O)/C(=C/c1ccc(-c2cccc(Cl)c2)o1)NC(=O)c1ccccc1	0	-3.7*	4	0	-4	-8	1.1	100	0.74	100
COC(=O)c1c(NC(=O)COC(=O)c2ccc(NC(=O)CC#N)cc2)sc2c1CCCCC2	2	0.32	1	-10	-1	-3	1	106	1.1	102
CCCCNC(=O)C1CCN(Cc2ccc(OCc3ccccc3)cc2)CC1	-16	-2.1	-68	-24	68	4	1	124	1.3	115
Cc1ccc[n+](/C(C(=S)NCc2ccco2)=C(/[O-])c2ccccc2Cl)c1	4	·	14	8	-13	0	1	93	0.84	98
C=CCn1c(CCNC(=O)c2ccccc2F)nnc1SCC(=O)Nc1nc(C)cs1	-8	0.44	5	9	-5	-11	1.1	93	0.88	110
COc1ccc(/C=N/NC(=O)c2ccccc2F)cc1CN1CCN(c2ccc(F)cc2)CC1	2	-0.63	-2	5	2	-4	1	96	1	96
COc1cc(NS(C)(=O)=O)cc(OC)c1OC	-3	0.0078	-10	-6	10	-7	1.1	103	0.99	107
CCN(CC)S(=O)(=O)c1ccc(NC(=O)COC(=O)CNS(=O)(=O)/C=C/c2ccccc2)cc1	-5	-0.51	15	2	-15	-2	1	98	0.97	104
O=C(Oc1ccccc1-c1csnn1)c1cccs1	1	·	0	-6	0	-3	1	104	0.95	101
CCC(CC)C1=NN2C(=N)/C(=C\c3cc(C)n(-c4cccc(C)c4)c3C)C(=O)N=C2S1	-10	-0.15	14	1	-14	0	1	99	0.95	106
c1ccc2c(c1)nc(CN1CCOCC1)n1c3ccccc3nc21	0	-0.5	-1	-1	1	-4	1	96	0.61	103
CC(C(=O)c1c[nH]c(C(N)=O)c1)c1ncc(C(F)(F)F)cc1Cl (configuration not stated)	2	0.068	-18	-1	18	-6	1.1	100	1.2	105
Cc1ccc(/C(O)=C2\C(=O)C(=O)N(CCc3c[nH]c4ccccc34)C2c2cccnc2)cc1 (configuration not stated)	4	1.4	-4	3	4	-3	1	98	1.1	101
COc1ccc(N(C(=O)c2ccn[nH]2)C(C(=O)NC(C)(C)C)c2ccc(F)cc2)cc1 (configuration not stated)	3	0.091	6	0	-6	-7	1.1	100	0.95	95
O=C(NNC(=O)C1CC1)c1ccc(-c2ccccc2)cc1	12	·	-15	1	15	-1	1	99	1.1	96
Clc1ccccc1-c1nnn(Cc2ccc(-c3nn[nH]n3)cc2)n1	4	0.11	-11	1	11	-4	1	98	1.1	98
O=C(Cc1c(F)cccc1Cl)N(Cc1ccccc1)c1ccccn1	-10	-1.2	4	6	-4	-5	1	92	0.96	113
Cc1cc(Cl)ccc1NC(=S)N1CCC(C(N)=O)(N2CCCCC2)CC1	9	-0.51	15	7	-15	-2	1	94	1.2	91
C=CCn1c(SCC(=O)NC(=O)NC)nnc1C1CCCCC1	14	-0.1	-29	1	29	-3	1	97	1.2	95
CCOc1ccc(NC(=O)C2C(C(=O)O)C3(Cl)C(Cl)=C(Cl)C2(Cl)C3(Cl)Cl)cc1 (configuration not stated)	1	0.56	13	-4	-13	-7	1.1	102	1.3	101
The results go on:
SMILES	STAT3 blocker	ROMK primary	APP transl inh	STAT1 blocker	APP 5'UTR act	FLuc inhib CS	FLuc act counter	STAT1 act	NF-kB neuron act	STAT3 act
CC1(C)CC(=O)C(C=Nc2ccc(NC3=C(C#N)C(=O)CC(C)(C)C3)cc2)=C(O)C1	8	0.093	9	2	-9	-5	1	97	1.1	99
O=C(Nc1ccc2ncccc2c1)c1ccccc1Cl	2	0.0036	24	-2	-24	-6	1.1	102	1.1	103
Cc1ccc(-c2noc(-c3ccccc3C(=O)N3CCN(C)CC3)n2)cc1	-7	-1.4	-29	-23	29	-3	1	121	1.1	110
COCCn1c(SCC(=O)Nc2cc(C(C)(C)C)nn2-c2ccccc2)nnc1-c1ccncc1	10	·	-2	8	3	-5	1.1	93	0.85	93
COc1ccc(-c2ccnc(SCC(=O)c3ccc(Br)cc3)n2)cc1	8	·	-14	7	14	-4	1	94	1.1	95
COCCCNC(=O)c1c(N)n(-c2ccc(S(N)(=O)=O)cc2)c2nc3ccccc3nc12	20	·	20	-5	-20	-2	1	107	0.72	90
COCCNC(=O)c1cc2ncc(Br)cn2n1	6	-0.41	-10	6	10	-6	1.1	94	1.6	100
CCCC(=O)Nc1cc(C(=O)O)ccc1Sc1ccc(C)cc1	1	1.1	-10	3	11	-1	1	96	1.2	103
COc1cc2c(cc1OC)CN(Cc1nc3ccsc3c(=O)[nH]1)CC2	-9	·	-7	0	7	-3	1	100	0.85	109
COc1ccc(/C=N/N2C(=O)c3ccccc3C2=O)cc1	2	-0.07	-2	-3	2	74*	0.3	103	1.3	101
CCN(CC)C(=O)c1cnn(-c2ccccc2)c1NC(=O)c1cccc(F)c1	-7	·	13	-7	-13	-12	1.1	107	1	107
Nc1ccc(C(=O)OCC(=O)N2CCOCC2)cc1[N+](=O)[O-]	-14	·	-19	-12	19	-2	1	111	1.8	108
O=C(COc1nncc2ccccc12)Nc1ccc(F)c(F)c1	5	0.27	8	4	-8	-4	1	96	1.2	103
COc1cc2[nH]c(-c3cccc(F)c3)cc(=O)c2cc1OC	-2	1.8	-3	5	3	0	1	96	1.1	99
O=C(Nc1ncc(Cc2cccc(Cl)c2)s1)C1CCCO1 (configuration not stated)	24	·	-52	-19	52	-1	1	117	2.2	83
CN(C)c1nc(N(C)C)nc(N2CC(CCl)OC2=N)n1 (configuration not stated)	2	-0.13	4	0	-4	-6	1.1	99	1	100
Cc1nnc(SCc2cc([N+](=O)[O-])cc3c2OCOC3)n(N)c1=O	0	-0.65	7	8	-7	-7	1.1	93	1.2	100
O=C(NCc1ccco1)c1cc2sccc2n1Cc1ccc(F)cc1	-8	·	-22	0	22	-4	1	100	1	106
CCCCNC(=O)Cc1ccc(Br)cc1	-6	-0.83	13	-9	-13	4	1	107	1.2	110
CC(=O)c1ccc(N(C)C)c2c(N(C)C)cccc12	18	·	-24	2	24	2	1	98	1.1	88
O=C(CN1CCN(S(=O)(=O)c2ccccc2)CC1)Nc1ccc([N+](=O)[O-])cc1	10	-1.7	-6	5	6	-1	1	95	0.93	95
CCc1ccc(-c2csc(NC(=O)C3=NN(c4ccccc4)C(=O)CC3)n2)cc1	3	0.092	-12	10	13	8	0.9	91	1	101
O=C(C1=C(O)/C(=C/c2ccc(O)cc2)CCC1)C(F)(F)F	5	0.6	-16	-10	16	-5	1.1	109	2.1	97
O=C(NCCCNC(=O)c1ccco1)c1ccco1	-4	·	-11	-2	11	1	1	102	1	106
COc1ccc(N(CC(=O)NC2CCCCC2)S(=O)(=O)c2cccnc2)cc1	1	·	6	0	-6	-7	1.1	100	1.1	107
More results:
SMILES	STAT3 blocker	ROMK primary	APP transl inh	STAT1 blocker	APP 5'UTR act	FLuc inhib CS	FLuc act counter	STAT1 act	NF-kB neuron act	STAT3 act
O=C1C2C3CCCC3=C3CCCC3C2C(=O)N1c1cccc(Cl)c1 (configuration not stated)	-6	-0.39	-8	0	8	-11	1.1	100	1.1	108
CCOc1ccc(NCC(=O)c2ccc(C)cc2)cc1	9	0.043	-7	1	7	6	0.9	97	0.89	97
Cc1ccnc(NC(=O)CCC(=O)N(CC(=O)NC(C)(C)C)c2ccc3c(c2)OCCO3)c1	7	0.32	-1	-9	1	-6	1.1	108	1.1	99
O=C(COC(=O)C1CC1)Nc1ccc(OC(F)F)cc1	-7	0.26	·	-4	·	9	0.9	103	1.4	104
O=c1c2cc(NC(=S)NC3CCCCC3)ccc2nc2n1CCCCC2	27	-1	-2	8	2	-3	1	92	1.3	82
CCOc1ccc(NC(=O)Cn2nnc(-c3ccccc3NC(=O)C3CC3)n2)cc1	13	·	10	-1	-10	-3	1	101	1.4	93
CCOC(=O)NC(Nc1sc2c(c1C(N)=O)CCCC2)(C(=O)OCC)C(F)(F)F (configuration not stated)	3	-0.38	6	-2	-6	-11	1.1	101	1.1	98
COc1ccc(N2CCN(C(=O)CCN3C(=O)C4C5C=CC(C5)C4C3=O)CC2)cc1 (configuration not stated)	14	-0.072	-24	0	25	0	1	98	0.87	91
COc1ccc(CN2CCCCC2C)cc1OC (configuration not stated)	-1	1.3	3	3	-3	-6	1.1	99	1.1	102
CCn1c(SCC(=O)OC2CCCCC2)nnc1-c1ccncc1	10	·	-7	4	7	-2	1	96	1.4	96
CCOc1cc(NC(=S)NCC2CCCO2)c(OCC)cc1NC(=O)CC(C)C (configuration not stated)	10	0.043	5	-4	-5	-4	1	102	0.95	95
CC1=NN(Cc2ccccc2)C(=O)/C1=C/c1ccc(N(C)C)cc1	7	-0.8	-6	3	6	16	0.8	97	1.2	100
C=CCC(CC=C)(NC(=O)c1cccc(C)c1)c1ccccc1	-3	·	-4	3	4	0	1	97	1.2	102
CCC(=O)NC(=S)Nc1ccc(NC(=O)COc2ccccc2)cc1	8	·	-16	-1	16	1	1	101	1.2	92
CCn1c(CSc2nc3ccccc3s2)nnc1SCC(=O)c1ccc(O)c(O)c1	-5	-0.17	4	-7	-4	-4	1	106	0.99	110
O=c1c2ccccc2nc2n1CCCCN2	7	·	-14	8	14	-4	1	93	1.2	98

4 structures from above, ordered by formula weight, falling.
SMILES	STAT3 blocker	ROMK primary	APP transl inh	STAT1 blocker	APP 5'UTR act	FLuc inhib CS	FLuc act counter	STAT1 act	NF-kB neuron act	STAT3 act
COc1ccc(N2CCN(C(=O)CCN3C(=O)C4C5C=CC(C5)C4C3=O)CC2)cc1 (configuration not stated)	14	-0.072	-24	0	25	0	1	98	0.87	91
CCOc1ccc(NC(=O)Cn2nnc(-c3ccccc3NC(=O)C3CC3)n2)cc1	13	·	10	-1	-10	-3	1	101	1.4	93
CCn1c(SCC(=O)OC2CCCCC2)nnc1-c1ccncc1	10	·	-7	4	7	-2	1	96	1.4	96
O=C1C2C3CCCC3=C3CCCC3C2C(=O)N1c1cccc(Cl)c1 (configuration not stated)	-6	-0.39	-8	0	8	-11	1.1	100	1.1	108
